# NCI-60 one-dose screen, 48 h, at 10 µM unless noted. Numbers give growth in % (100 = growth as untreated, 0 = no growth, -100 = all killed).
# T-47D – T-47D breast cancer | 5% of 79,000 active
# HS 578T – HS 578T breast cancer | 4.1% of 78,000 active | AID 1794788
# BT-549 – BT-549 breast cancer; AID 1794793; 4.4% of 78,000 active
# MDA-MB-231 – MDA-MB-231 breast cancer | 5% of 81,000 active | AID 1794789
# K-562 – K-562 leukemia; AID 1794777; 7.4% of 78,000 active
# LOX IMVI – LOX IMVI melanoma | AID 1794757 | 7.4% of 79,000 active
# MCF7 – MCF7 breast cancer. 6.3% of 82,000 active
# MDA-MB-468 – MDA-MB-468 breast cancer. 8.5% of 78,000 active
# * = called active by the depositor; / = no result given; & = joins results of further samples; ! = repeats disagree; [ ] = remark or other dose. The calls were made as follows: active = growth percent below 10; inactive = the rest.
SMILES	T-47D	HS 578T	BT-549	MDA-MB-231	K-562	LOX IMVI	MCF7	MDA-MB-468
Cc1ccccc1Nc1nc(N)nc(CN2C(=O)NC3(CCCCC3C)C2=O)n1 (stereo not drawn)	92.1	94.5	/	95.6	111.6	98.3	95.0	96.4
C/C(CC(c1ccccc1)c1ccccc1)=N/O	96.3	102.2	99.4	91.6	101.5	101.1	99.1	95.8
Cc1cnc(C=O)c2cccc([N+](=O)[O-])c12	82.3	94.9	88.5	93.4	51.3	72.1	75.8	89.7
COc1ccc(OC)c(/C=C2\SC(=O)N(Cc3ccc(-c4ccccc4C#N)cc3)C2=O)c1	98.2	97.5	101.6	88.1	103.6	97.1	94.2	105.0
Cc1nc(-[n+]2nc(-c3ccccc3)nn2-c2ccccc2)sc1C	90.0	119.6	106.4	76.9	80.1	70.0	89.8	97.8
CNS(=O)(=O)c1ncnc2nc[nH]c12	88.9	111.0	133.5	128.9	101.9	111.0	91.3	/
CCCCNC(=O)c1cc(NCc2cc(O)ccc2O)ccc1O	58.1	88.0	46.1	84.0	/	91.3	67.7	93.6
Clc1nc2ccc(Br)cc2cc1Cn1nnnc1Cc1ccccc1	73.5	80.3	62.6	69.2	80.6	71.9	67.6	57.6
Cc1c(C(=O)NCCCCNC(=O)c2c(C)n(C)c3scc[n+]23)[n+]2ccsc2n1C	92.3	99.9	119.2	93.0	83.4	94.4	103.4	/
Cc1ccccc1Nc1nc(SC(C)C)nc(-c2ccccc2)c1C#N	88.1	63.1	97.1	67.9	46.3	10.5	51.6	74.8
c1ccc([P+](CCCc2n(Cc3ccc4ccccc4c3)c3ccccc3[n+]2Cc2ccc3ccccc3c2)(c2ccccc2)c2ccccc2)cc1	56.9	68.6	68.1	51.0	23.7	13.8	73.9	34.5
CC1=CNNc2c3ncnc-3ncn21	100.9	110.5	105.5	103.0	100.5	105.6	111.1	95.1
COC(=O)/C=C1/S/C(=N/NC(=O)COc2cc(=O)n(C)c3ccccc23)N(Cc2ccccc2)C1=O	75.3	111.1	109.7	89.1	97.1	/	85.8	92.2
Cc1ccccc1-[n+]1noc(N)n1	60.0	99.5	79.2	80.1	78.3	84.2	78.0	110.1
O=C/C=C/c1ccc([N+](=O)[O-])cc1Cl	86.4	107.8	105.9	121.9	63.7	47.8	62.8	/
Oc1ccccc1N=Cc1ccccc1Cl	67.8	106.7	88.0	80.8	89.1	90.4	81.6	94.6
COC(=O)c1nc[nH]c1[N+](=O)[O-]	113.6	118.9	108.9	101.3	103.5	111.1	102.2	101.4
Nc1ccc(S(=O)(=O)c2ccc(N)c(Cl)c2)cc1	109.0	92.9	113.4	109.6	106.7	99.6	101.3	98.9
O=C(NC1=NN(c2ccccc2)C(=O)C1)C(=O)Nc1nc2ccccc2[nH]1	95.7	102.4	112.2	96.8	96.3	92.9	89.5	107.6
CC[C@]12C=CCN3CC[C@@]4(c5ccc(OC)cc5N(C)[C@H]4[C@@](O)(C(=O)OC)[C@@H]1OC(=O)CCC(=O)O[C@H]1CC[C@H]4[C@@H]5CCC6=CC(=O)CC[C@@H]6[C@H]5CC[C@]14C)[C@@H]32	21.6[100 µM]	4.8*[100 µM]	-8.7*[100 µM]	-39.4*[100 µM]	7.5*[100 µM]	-29.5*[100 µM]	11.7[100 µM]	-30.2*[100 µM]
Cn1c(=O)c(F)c(Nc2ccc(I)cc2F)c2c(=O)n(C[C@@H](O)CO)cnc21	63.7	/	60.6	19.0	28.5	15.3	83.8	77.9
Cc1ccc(C(C)C)c(O)c1NC(=S)N/N=C\c1cc(Cl)ccc1O	61.3	71.6	79.7	53.4	39.7	24.3	25.2	64.7
CC(=O)Oc1ccccc1C(=O)Oc1ccccc1	92.4	109.0	113.8	99.7	75.4	100.8	117.3	116.8
O=C(CC1c2ccccc2NC(=O)N1Cc1ccccc1)c1c[nH]c2ccccc12 (stereo not drawn)	68.7	93.4	/	71.7	81.1	78.7	77.8	76.2
COC1C=CC(O)C(CO)O1 (stereo not drawn)	102.9	93.7	98.7	101.6	103.3	100.6	101.6	89.0
COc1cc2ncnc(Nc3ccc(F)c(Cl)c3)c2cc1OCC(=O)N1CCCCC1	43.6	94.4	94.4	105.4	73.6	87.4	82.6	-41.9*
Cc1c(C(=O)NCCc2ccccc2)[n+](=O)c2cc(F)ccc2n1[O-]	104.3	108.4	118.6	148.5	102.1	111.4	95.9	/
COc1ccc(C(=O)COc2ccc(/C=C3\COc4ccccc4C3=O)cc2)cc1	81.8	66.2	92.4	89.3	74.6	90.4	70.7	/
CS(=O)(=O)n1ccc2nc(Cl)nc(Cl)c21	94.7	103.5	97.4	109.3	99.0	96.1	85.4	94.3
CC(=O)S[C@@H]1CC2=CC(=O)CC[C@]2(C)[C@H]2CC[C@@]3(C)[C@@H](CC[C@@]34CCC(=O)O4)C12 (stereo partly drawn)	105.0	101.7	83.3	103.3	98.6	90.3	97.2	83.5
COc1ccc(-c2nc(SCCC(C)C)nc(N/N=C(/C)c3ccc(Cl)cc3)c2C#N)cc1	84.4	78.6	91.0	74.0	89.1	80.5	88.2	98.4
c1cncc(-c2nnc(-c3ccncc3)o2)c1	97.6	104.1	107.9	98.1	102.9	101.2	97.8	97.6
C/C(=N\Nc1ccc([N+](=O)[O-])cc1[N+](=O)[O-])c1ccc(Cl)cc1	/	92.1	/	92.2	103.5	103.9	99.0	104.2
CN1CCN(C(=O)CSc2nnc(Cn3c(C(F)(F)F)nc4ccccc43)o2)CC1	96.1	100.8	112.3	115.1	104.7	98.1	97.5	112.2
CC1CCCCC1CNCC1CCCCC1C (stereo not drawn)	94.7	/	95.6	120.6	/	103.0	92.3	105.0
CC/C(=C(\CC)c1ccc(OC(=O)C(C)(C)C)cc1)c1ccc(OC(=O)C(C)(C)C)cc1	115.8	105.9	103.3	114.8	68.1	101.4	109.8	104.4
CCC(C)[C@@H]1NC(=O)[C@H](CC(C)C)NC(=O)[C@@H]2CCCN2C(=O)[C@H](Cc2ccccc2)NC(=O)[C@H](C(C)CC)NC(=O)[C@@H]2CCCN2C(=O)[C@H](CO)NC1=O (stereo partly drawn)	99.6	117.9	105.8	/	/	88.0	116.8	107.6
COc1ccc(Cl)cc1Cn1ccnc1	108.8	110.4	99.8	105.7	109.0	90.5	103.0	89.7
COc1ccc(C2CC(c3ccc(N4CCOCC4)cc3)=NN2c2nc(-c3ccc(F)cc3)c(C#N)c(N3CCOCC3)n2)cc1OC (stereo not drawn)	92.3	93.6	99.2	86.3	81.2	107.4	70.2	77.2
Cc1ccc2cccc(OC(=O)Nc3cccc(C(F)(F)F)c3)c2n1	47.1	100.2	108.2	86.6	33.5	/	72.2	75.4
CSCCC(NC=O)C(=O)O (stereo not drawn)	98.5	121.9	109.5	118.2	111.5	101.1	96.7	97.1
Cc1ccccc1NCc1nnc(-c2ccc(Cl)cc2)o1	86.5	84.2	96.4	86.9	96.1	86.9	88.8	104.9
COc1ccc(-c2c3c(cc4c2ncn4C)COC3=O)cc1	103.1	116.3	110.7	105.6	113.3	101.3	98.4	107.6
NCCSC(c1ccccc1)(c1ccccc1)c1ccccc1	25.6	16.8	22.1	-24.2*	3.7*	25.9	2.6*	8.7*
Clc1nnc2c3ccccc3ccn12	108.1	103.1	97.9	117.6	102.1	108.8	107.0	101.4
C#CCOc1ccccc1/C=N/Nc1nc(-c2ccc(Br)cc2)cs1	67.3	97.8	113.5	88.4	86.1	89.3	71.7	88.7
CCOC(=O)C1=C(C)N=C2SC=C(c3ccc(Cl)cc3)N2[C@H]1c1cn[nH]c1-c1ccc(F)cc1	55.7	78.7	93.1	59.2	72.4	79.0	71.5	81.1
Cc1c(C)[n+](=O)c2ccccc2n1[O-]	96.4	99.2	93.0	113.7	/	97.8	102.4	103.6
CC(C)N(Cc1ccccc1)CC(O)c1ccc(Cl)cc1 (stereo not drawn)	109.1	95.5	101.5	91.5	80.5	81.8	69.3	87.3
NS(=O)(=O)c1ccc(CN2C(=O)c3cc(Cl)c(Cl)cc3C2=O)cc1	94.6	94.0	114.6	102.4	118.3	93.1	99.2	100.7
COc1ccccc1Nc1nc(N)nc2c1CCc1occc1-2	93.3	113.5	103.6	99.5	96.2	108.4	93.4	101.1
Cc1cc(C)nc(NS(=O)(=O)c2ccc(NCN3C(=O)c4ccccc4C3=O)cc2)n1	99.0	102.1	135.4	110.6	111.6	99.1	96.1	108.9
C/C(=N\NC(=S)Nc1ccccc1)c1sc(Nc2cccc(C)c2)nc1C	93.0	108.2	101.1	97.8	87.5	96.6	84.7	96.4
Cc1ccccc1N1CCN(C(=O)Cc2ccc(OCC(=O)Nc3ccc(Cl)cc3)cc2)CC1	67.8	82.1	77.4	67.9	58.6	66.0	86.2	86.2
CC(C)CCC1(CCO)C(=O)N=C(N)NC1=O (stereo not drawn)	104.8	115.2	101.9	100.9	112.9	89.9	107.6	112.5
COc1ccc(C(=O)c2cc(C(=O)/C=C/c3cn(C)c4ccc(OC)cc34)c3cc(C)ccn23)cc1	101.8	94.9	124.0	99.3	88.6	90.5	96.2	98.0
COc1ccc(/C=C/c2cc(N3CCOCC3)c3cc(F)c(F)cc3n2)cc1OC	37.9	74.7	45.2	45.9	28.9	1.2*	22.1	14.5
N/C(=N\c1nc2ccccc2s1)NC(=O)N1CCN(CCO)CC1	91.4	/	111.0	/	79.2	/	77.2	79.6
CSc1nc(=O)[nH]c2c1nc(SC)n2-c1ccccc1	/	101.5	107.0	120.7	92.7	94.9	102.0	88.8
O=C(O)c1ccc([N+](=O)[O-])cc1S(=O)(=O)O	/	100.4	108.2	/	107.5	98.1	104.0	98.6

# (continued)
SMILES	T-47D	HS 578T	BT-549	MDA-MB-231	K-562	LOX IMVI	MCF7	MDA-MB-468
O=C1C=CC(=CC=C2N(Cc3ccc4ccccc4c3)c3ccccc3N2Cc2ccc3ccccc3c2)C=C1	5.8*!	32.6&52.3	9.6*!	-24.6*	6.3*!	19.6&14.8	14.1&15.7	-28.9*
CCCOC(=O)CCCCCC1CCCCC1	100.0	102.7	115.5	115.6	109.5	102.7	102.1	107.3
Cn1c(=O)[nH]c(=O)c2nc3cc(-c4ccccc4)oc3nc21	118.2	104.0	104.3	109.6	103.6	98.0	80.7	109.8
C#CCOc1cc(/C=N/Nc2nc(-c3ccccc3)cs2)ccc1O	63.0	89.7	/	83.8	88.1	87.0	58.1	103.0
CCCCCCNC(=O)N1C(=O)CCC1C(=O)NCc1ccc(Cl)cc1Cl (stereo not drawn)	83.6	99.3	100.5	89.1	105.0	86.6	93.5	93.3
CCN(CCO)CCCNc1ccnc2cc(Cl)ccc12	/	95.4	107.4	76.6	91.0	87.6	92.6	93.1
C=CCSC(C)(C)C(N)=O	95.5	105.3	/	107.8	98.8	101.4	96.1	105.0
Nc1ccc(C(=O)c2ccc(N)c(Br)c2)cc1Br	43.5	-14.8*	56.4	24.8	15.7	12.9	13.2	-0.9*
O=C(O)c1cnc2ccc(Cl)cc2n1	97.9	101.2	118.9	121.1	107.2	98.1	91.9	103.4
CSC(=O)Sc1nc2ccccc2s1	102.7	100.1	95.6	87.6	102.6	95.4	100.6	108.8
N#CSCc1ccc(CSC#N)c(Cl)c1	68.4	94.1	56.5	52.5	33.8	46.6	22.7	44.1
CCOC(=O)c1ccc(N2C(=O)CC(n3c(O)c(C=Nc4cccnc4)sc3=S)C2=O)cc1 (stereo not drawn)	93.9	98.7	104.7	112.9	90.2	93.7	102.3	110.0
CC(C)(C)OC(=O)CC(c1ccccc1)c1ccccc1	89.7	95.3	/	111.0	98.5	94.0	102.2	96.2
CCCN1CCN(c2ccc3nc(-c4ccc5nc(-c6cc(OC)c(OC)c(OC)c6)[nH]c5c4)[nH]c3c2)CC1	65.9	54.1	83.2	98.4	59.5	67.3	23.8	47.1

# A section from the list above, as a working copy:
SMILES	T-47D	HS 578T	BT-549	MDA-MB-231	K-562	LOX IMVI	MCF7	MDA-MB-468
CCCCCCNC(=O)N1C(=O)CCC1C(=O)NCc1ccc(Cl)cc1Cl (stereo not drawn)	83.6	99.3	100.5	89.1	105.0	86.6	93.5	93.3
CCN(CCO)CCCNc1ccnc2cc(Cl)ccc12	/	95.4	107.4	76.6	91.0	87.6	92.6	93.1
C=CCSC(C)(C)C(N)=O	95.5	105.3	/	107.8	98.8	101.4	96.1	105.0
Nc1ccc(C(=O)c2ccc(N)c(Br)c2)cc1Br	43.5	-14.8*	56.4	24.8	15.7	12.9	13.2	-0.9*
O=C(O)c1cnc2ccc(Cl)cc2n1	97.9	101.2	118.9	121.1	107.2	98.1	91.9	103.4
CSC(=O)Sc1nc2ccccc2s1	102.7	100.1	95.6	87.6	102.6	95.4	100.6	108.8
N#CSCc1ccc(CSC#N)c(Cl)c1	68.4	94.1	56.5	52.5	33.8	46.6	22.7	44.1
CCOC(=O)c1ccc(N2C(=O)CC(n3c(O)c(C=Nc4cccnc4)sc3=S)C2=O)cc1 (stereo not drawn)	93.9	98.7	104.7	112.9	90.2	93.7	102.3	110.0
CC(C)(C)OC(=O)CC(c1ccccc1)c1ccccc1	89.7	95.3	/	111.0	98.5	94.0	102.2	96.2
CCCN1CCN(c2ccc3nc(-c4ccc5nc(-c6cc(OC)c(OC)c(OC)c6)[nH]c5c4)[nH]c3c2)CC1	65.9	54.1	83.2	98.4	59.5	67.3	23.8	47.1

# High-throughput results as filed in PubChem BioAssay.

# Compounds as they come (roughly 12% active in at least one column).
